Assay outcomes from PubChem.
MC4R ag barr: MC4R agonists recruiting beta-arrestin, primary screen, cell-based, luminescence, agonist arm of biased-ligand search. Melanocortin receptor 4 (Homo sapiens), P32245. U2OS MC4R beta-arrestin complementation; percent of melanotan II response, DMSO zero. activation, % at 8.9 µM. 360,000 tested, 0.98% active. AID 540308, 2011;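 active means activation above a per-plate cutoff, the mean activation of sample wells on that plate plus 3 SD, cut at about 8% in these data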
SRC1 inh: SRC1 coactivator transcriptional activity inhibitors, primary screen, cell-based, luminescence; inhibition, % at 3.6 µM; HEK293 GAL4-SRC1 luciferase reporter; 360,000 tested, 0.12% active; Nuclear receptor coactivator 1 (Homo sapiens), Q15788;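 active means inhibition above the campaign mean plus 3 SD, with each screening campaign given its own cutoff, cut at about 60% in these data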;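 further: 0% = DMSO treated cells and 100% = gossypol at 36 µM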
TLR9-MyD88 inh: inhibitors of TLR9-MyD88 association in cells, primary screen, cell-based, CHO, BLA complementation, fluorescence | CCF4 FRET ratio | Toll-like receptor 9 (Homo sapiens) + Myeloid differentiation primary response protein … | 340,000 tested, 0.21% active | inhibition, % at 4.98 µM;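 active means inhibition above the mean over all tested compounds plus 3 SD, cut at about 21% in these data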;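 further: 0% = DMSO only wells and 100% = clavulanate BLA inhibitor control wells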
MC4R antagonist: MC4R antagonists of cAMP signaling, primary screen, cell-based, TR-FRET, antagonist arm of biased-ligand search; Melanocortin receptor 4 (Homo sapiens), P32245; 360,000 tested, 0.48% active; MC4R-expressing cells, MTII-stimulated cAMP, LANCE TR-FRET; inhibition, % at 6.5 µM;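 active means inhibition above its plate's cutoff, the mean of tested wells on that plate plus 3 SD, cut at about 29% in these data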;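 further: 0% = Melanotan II alone and 100% = Melanotan II plus saturating MCL0020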
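Assay system: U2OS cells stably expressing human melanocortin 4 receptor (MC4R) / Dosing: 6.5 µM / Timing: compound 30 min, challenge 1 h, detection 1 h / Measured by: Eu-cAMP/anti-cAMP TR-FRET, emission 671 nm / Replicates: singlicate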
ABHD5-PLIN5 inh: ABHD5-PLIN5 interaction inhibitors, primary screen, cell lysate, split luciferase complementation, luminescence; Perilipin-5 (Homo sapiens) + 1-acylglycerol-3-phosphate O-acyltransferase ABHD5 (Homo …; Split G. princeps luciferase complementation, 4 h; inhibition, % at 4 µM; 360,000 tested, 0.78% active; AID 602281, 2012;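 active means inhibition above the mean inhibition across every tested compound plus 3 SD, cut at about 22% in these data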;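 further: 0% = DMSO only wells and the 100% control is not disclosed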
NR5A2 inv ag: LRH-1 (NR5A2) inverse agonists, primary screen, cell-based, luminescence, HEK293T, StAR-luciferase reporter | Nuclear receptor subfamily 5 group A member 2 (Homo sapiens), O00482 | LRH-1 transfected, 24 h | inhibition, % at 3.6 µM | 360,000 tested, 0.13% active;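 active means inhibition above the mean inhibition of all tested compounds plus 3 SD, cut at about 73% in these data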;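 further: 0% = DMSO wells and 100% = reporter-only cells lacking LRH-1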
NCOA3 inh: SRC3 coactivator transcriptional activity inhibitors, primary screen, cell-based, luminescence. Nuclear receptor coactivator 3 (Homo sapiens), Q9Y6Q9. HEK293 GAL4-SRC3 luciferase reporter. inhibition, % at 3.6 µM. 360,000 tested, 0.17% active;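 active means inhibition above a per-campaign cutoff, the mean of all compounds plus 3 SD, cut at about 60% in these data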;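 further: 0% = DMSO-treated cells and 100% = gossypol-treated cells at 36 µM; higher means less SRC3-driven luciferase light from the GAL4 reporter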
LMP1 NFkB inh: EBV LMP1-driven NF-kappaB luciferase reporter inhibitors, primary screen, cell-based, luminescence, single point; AID 504558, 2011; 350,000 tested, 0.69% active; LMP1-induced NF-kappaB luciferase reporter cells; inhibition, % at 12.5 µM; in the data active means inhibition above about 41%;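 further: 0% = neutral control wells and 100% = reference inhibitor control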
NR2F2 inh: NR2F2 transcriptional activity inhibitors, primary screen, cell-based, luciferase reporter, HEK293T, luminescence; COUP transcription factor 2 (Homo sapiens), P24468; HEK293T NGFI-A luciferase reporter; inhibition, % at 8.6 µM; 370,000 tested, 0.7% active; AID 686940, 2013;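 active means inhibition above a per-plate cutoff, mean inhibition of test wells between control levels plus 3 SD, cut at about 38% in these data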;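 further: cells cotransfected with COUP-TFII expression vector driving the NGFI-A reporter; 0% = median of COUP-TF2 test wells and 100% = reporter-only cells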
NCOA2 inhibitor: inhibition of GAL4-SRC2 driven luciferase reporter, primary screen, SRC2 inhibitor project, cell-based, luminescence. HEK293 GAL4-SRC2 luciferase reporter. Nuclear receptor coactivator 2 (Homo sapiens), Q15596. AID 651957, 2012. 370,000 tested, 0.17% active. inhibition, % at 9 µM;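 active means inhibition above the mean inhibition of all tested compounds plus 3 SD, set per campaign, cut at about 52% in these data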;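 further: 0% = DMSO treated cells and 100% = cells given Gossypol at 36 µM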
NOD2 RIPK2 PPI: NOD2-RIPK2 binding disruptors in cells, primary screen, fluorescence, CHO cells, BLA complementation | CCF4 ratio | 360,000 tested, 0.38% active | inhibition, % at 4.98 µM; in the data active means inhibition above about 21%;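 further: 0% = vehicle only and 100% = reference blocker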
An asterisk follows results filed as active; · = no result given. These rows are one share of the data. The share of hits here may be higher or lower than overall.

SMILES | MC4R ag barr | SRC1 inh | TLR9-MyD88 inh | MC4R antagonist | ABHD5-PLIN5 inh | NR5A2 inv ag | NCOA3 inh | LMP1 NFkB inh | NR2F2 inh | NCOA2 inhibitor | NOD2 RIPK2 PPI
N#CC1C(=O)NC(=O)C(C#N)C12CCCC2 (configuration not stated) | · | -31 | · | · | 9 | -4 | 5 | · | 5 | 9 | 3
Cc1cc(C)c(N(CC(=O)NCc2ccccc2)C(=O)c2csnn2)c(C)c1 | 0.8 | 8 | -10 | 9 | 1 | -12 | 8 | -8 | -15 | -4 | -3
O=C(NCCCn1ccnc1)NC(C(F)(F)F)C(F)(F)F | 2.1 | -2 | -4 | 0 | 5 | 24 | 7 | -6 | -11 | 7 | -14
Cn1c(SCC(=O)NC(C)(C)C)nnc1-c1cnccn1 | -0.9 | -9 | 0 | 4 | 1 | 15 | 27 | -4 | 15 | -24 | 7
Cc1ccccc1NC(=O)CSc1n[nH]c(-c2ccco2)n1 | 1.2 | -7 | -7 | 12 | -1 | -2 | 12 | -7 | 9 | -15 | -3
CCC(=O)N1CCc2cc(S(=O)(=O)N(C)c3ccc(OC)cc3OC)ccc21 | -0.7 | -3 | -7 | 19 | -2 | -3 | 8 | 4 | 11 | 9 | -1
C/C(=N/O)c1no[n+]([O-])c1/C(C)=N\O | -0.3 | -10 | -5 | 8 | 0 | 14 | 2 | 6 | 4 | -7 | 0
CSc1nc2nc(-c3ccc(F)cc3)c(CCN3CCN(C)CC3)cn2n1 | -1.8 | -11 | -6 | 14 | 3 | 10 | 6 | 4 | -11 | 17 | -8
O=C(N/N=C/c1ccc(COc2ccc(Br)cc2)o1)c1ccc2c(c1)OCO2 | 0.8 | 0 | -11 | 5 | 11 | 22 | -4 | -32 | 0 | -6 | 1
O=C(NCCN1CCOCC1)c1ccc2ccccc2c1 | -1.0 | -9 | -11 | 2 | 1 | 2 | -11 | -3 | -6 | -29 | -4
CCC1CN(C(=O)N2CCC(C(=O)NCc3cc(OC)c(OC)c(OC)c3)CC2)c2ccccc2O1 (configuration not stated) | -3.6 | 12 | -12 | 7 | 3 | 5 | 14 | -1 | -3 | 25 | -10
O=C(CCC1CCN(C(=O)c2ccccc2Cl)CC1)NCc1ccc(F)cc1 | -1.4 | 10 | 9 | 4 | 5 | 4 | 22 | -1 | -11 | 13 | -5
CCn1c(SCC(=O)N2CCOCC2)nc2ccccc21 | 3.1 | -10 | 0 | 20 | 4 | -2 | 18 | 3 | -11 | -23 | -21
CCc1ccc(NC(=O)CSc2nc(=O)n(CCN(C)C)c3c2CCCC3)cc1 | -3.8 | -4 | -1 | 10 | 7 | -2 | -17 | 5 | -2 | 8 | -1
Cc1cc(=O)c(C(=O)O)nn1-c1cccc(C(F)(F)F)c1 | -1.2 | -4 | 3 | 3 | 3 | 4 | -24 | 3 | 5 | 8 | -11
CS(=O)(=O)N(CC(=O)Nc1ccc(F)cc1F)c1cccc([N+](=O)[O-])c1 | -1.4 | 0 | -1 | -6 | -5 | -8 | 14 | 7 | -3 | -5 | 5
CCSC(=Nc1ccccc1)N1CCOCC1 | -2.0 | 9 | · | 3 | -1 | 9 | 6 | · | -5 | 7 | -7
CCC1CCC2(CC1)NC(=O)N(CC(=O)Nc1cc(C)on1)C2=O (configuration not stated) | -1.9 | -8 | 5 | 4 | 2 | 24 | 1 | 8 | 4 | 13 | -2
CC[C@H](C)[C@H](NC(=O)OCc1ccccc1)C(=O)OCC(=O)Nc1ccc(N2CCOCC2)cc1 | -1.9 | 1 | -4 | 14 | 3 | 1 | -11 | 10 | -6 | -15 | -12
CC(C)n1c(SCC(=O)Nc2nc3ccccc3s2)nc2c1c(=O)n(C)c(=O)n2C | 1.2 | 1 | 0 | -13 | 3 | -9 | 2 | 18 | -2 | 15 | -8
Cc1ccc(N2C(=O)c3ccccc3C2Nc2ccc(S(=O)(=O)N3CCOCC3)cc2)nc1 (configuration not stated) | -0.5 | -48 | 9 | 4 | 5 | -42 | -31 | -8 | -18 | -12 | 9
CCOC(=O)CC(=O)Nc1ccsc1C(N)=O | -0.8 | 2 | -8 | 9 | 8 | -19 | 4 | -6 | -1 | -4 | -2
CCCCN(C(=O)C1=COCCO1)c1c(N)n(CCCC)c(=O)[nH]c1=O | -1.9 | 2 | 8 | -2 | 6 | 13 | 18 | 10 | 13 | -22 | 1

A second format for part of the listing above.
Each structure is followed by: MC4R ag barr | SRC1 inh | TLR9-MyD88 inh | MC4R antagonist | ABHD5-PLIN5 inh | NR5A2 inv ag | NCOA3 inh | LMP1 NFkB inh | NR2F2 inh | NCOA2 inhibitor | NOD2 RIPK2 PPI
C/C(=N/O)c1no[n+]([O-])c1/C(C)=N\O
  -0.3 | -10 | -5 | 8 | 0 | 14 | 2 | 6 | 4 | -7 | 0
CSc1nc2nc(-c3ccc(F)cc3)c(CCN3CCN(C)CC3)cn2n1
  -1.8 | -11 | -6 | 14 | 3 | 10 | 6 | 4 | -11 | 17 | -8
O=C(N/N=C/c1ccc(COc2ccc(Br)cc2)o1)c1ccc2c(c1)OCO2
  0.8 | 0 | -11 | 5 | 11 | 22 | -4 | -32 | 0 | -6 | 1
O=C(NCCN1CCOCC1)c1ccc2ccccc2c1
  -1.0 | -9 | -11 | 2 | 1 | 2 | -11 | -3 | -6 | -29 | -4
